Bioassay records from PubChem.
MIN6 prolif: MIN6 beta-cell proliferation induction | proliferation, % at 10 µM | MIN6 cells proliferation, ATPlite luminescence, 48 h; cells starved in 0.2% serum; 100% = growth in 10% serum | 0.29% of 330,000 active | AID 2380;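 active = compounds whose signal lies at least 3.5 SD above the mean of all wells on their plate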;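 note: 0% = DMSO-treated cells in low-serum medium and 100% = 10% serum control; some compounds called inactive have numbers as strong as hits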
hIAP act: increases human intestinal alkaline phosphatase activity. P09923. purified human IAP, CDP-Star luminescence, 30 min; stronger effect = higher value; 1 = vehicle-only enzyme, 0 = enzyme-free background. activation factor at 10 µM. 0.16% of 330,000 active. AID 2524;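 active = activation factor of the enzyme at least 2-fold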; note: the source names both 10 and 20 µM as test concentration; values of inactives mirror those of a sister screen read the other way
APOBEC3A inh: inhibitors of human APOBEC3A DNA deaminase; recombinant A3A, FAM/TAMRA ssDNA deamination fluorescence; 0.41% of 330,000 active; P31941; inhibition, % at 20 µM; AID 493011;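 active = at least 40% inhibition at 20 µM here, with at most 30% in a related deaminase screen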;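 note: plate controls were A3A with DMSO for no effect and wells lacking A3A enzyme for full effect; some results filed as inactive read as strong as hits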
Target sequence (P31941 whole entry, looked up): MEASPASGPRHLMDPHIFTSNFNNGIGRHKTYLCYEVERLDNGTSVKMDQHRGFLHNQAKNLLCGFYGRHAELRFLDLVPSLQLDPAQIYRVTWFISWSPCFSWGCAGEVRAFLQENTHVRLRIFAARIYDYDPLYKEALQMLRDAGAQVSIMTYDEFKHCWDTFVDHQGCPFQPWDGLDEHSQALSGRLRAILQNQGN
mIAP act: increases mouse intestinal alkaline phosphatase activity; 0.24% of 330,000 active; activation factor at 10 µM; muIAP, CDP-Star luminescence, 30 min; stronger effect = higher value; 1 = vehicle-only enzyme signal, 0 = enzyme-free wells;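 active = activation factor of at least 2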; note: the source names both 10 and 20 µM as test concentration; values of inactives mirror those of a sister screen read the other way
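System: mouse IAP enzyme. Reagent: CDP-Star chemiluminescent phosphatase substrate. Benchmarks: DMSO wells, no-enzyme wells. Times: 30 min enzyme-substrate-compound incubation at room temperature. Detection: luminescence from enzymatic CDP-Star hydrolysis. Doses: test compounds delivered from DMSO solution.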
A3G deaminase: APOBEC3G (human) deaminase inhibition. inhibition, % at 20 µM. recombinant A3G, ssDNA deamination FAM/TAMRA fluorescence. 0.28% of 330,000 active. Q9HC16;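 active = inhibition of at least 40% at 20 µM, with no more than 30% in the related APOBEC3A deaminase screen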;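 note: plate controls were DMSO wells with A3G for no effect and wells lacking A3G enzyme for full effect; some compounds called inactive have numbers as strong as hits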
Target sequence (Q9HC16 whole entry, looked up): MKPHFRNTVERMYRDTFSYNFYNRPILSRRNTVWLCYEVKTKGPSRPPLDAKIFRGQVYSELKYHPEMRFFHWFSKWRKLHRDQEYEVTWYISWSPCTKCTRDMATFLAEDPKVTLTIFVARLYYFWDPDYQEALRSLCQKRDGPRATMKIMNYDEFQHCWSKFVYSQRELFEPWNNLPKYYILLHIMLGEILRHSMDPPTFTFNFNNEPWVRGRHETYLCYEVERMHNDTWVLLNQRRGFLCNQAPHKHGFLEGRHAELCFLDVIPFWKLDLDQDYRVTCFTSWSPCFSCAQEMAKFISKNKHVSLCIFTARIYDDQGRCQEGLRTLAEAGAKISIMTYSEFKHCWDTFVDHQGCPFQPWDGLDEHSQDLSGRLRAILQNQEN
hIAP inh: blocks human intestinal alkaline phosphatase. 0.12% of 330,000 active. P09923. inhibition, % at 10 µM. purified IAP, CDP-Star luminescence, 30 min;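 active = inhibition reaching a set limit with compound at 10 µM in the primary screen, cut at about 35% in these data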;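 note: plate controls were DMSO wells with enzyme for no effect and no-enzyme buffer wells for full effect; values of inactives mirror those of a sister screen read the other way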
mIAP inh: mouse IAP inhibition; 0.2% of 330,000 active; inhibition, % at 10 µM; purified mouse IAP, CDP-Star luminescence, 30 min; AID 2806;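 active = inhibition of at least 40% at 10 µM in the primary screen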;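 note: plate controls were DMSO with enzyme for no effect and no enzyme wells for full effect; values of inactives mirror those of a sister screen read the other way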
SENP1 inh: blocks the human SENP1 SUMO protease catalytic domain. 0.21% of 360,000 active. recombinant SENP1 catalytic domain, CyPet-SUMO1-YPet FRET cleavage. inhibition, % at 10 µM;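 active = inhibition at least 30% at 10 µM, raw YFP signal under a set limit, fluorescence ratio 0.5 to 1.5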;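 note: 0% = enzyme with DMSO and 100% = no enzyme wells; some results filed as inactive read as strong as hits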
Target sequence (Q9P0U3 419-644 limits assumed): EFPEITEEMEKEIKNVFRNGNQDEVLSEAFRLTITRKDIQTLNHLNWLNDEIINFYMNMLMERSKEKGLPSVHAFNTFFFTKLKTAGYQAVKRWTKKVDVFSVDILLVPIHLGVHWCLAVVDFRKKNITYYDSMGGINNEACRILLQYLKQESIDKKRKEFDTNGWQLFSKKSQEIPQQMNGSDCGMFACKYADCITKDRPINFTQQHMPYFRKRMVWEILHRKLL
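Assay system – human recombinant His6-tagged SENP1 catalytic domain enzyme · Input – SENP1 enzyme, 20 pM final · Buffer or medium – Tris pH 8 buffer plus EDTA, NaCl, BME, BSA, NP40, catalase · Schedule – 50 min reaction at room temperature · Technique – FRET read of cyan and yellow fluorescence · Control set – no-enzyme wells low, DMSO-plus-enzyme wells high control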
NLRP3 yeast inh: inhibitors of NALP3 inflammasome in yeast. inhibition, % at 10 µM. Yeast reconstituted NLRP3/ASC/caspase-1, beta-gal luminescence, 24 h. 0.39% of 330,000 active;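 active = inhibition of 50% or more; inactive = inhibition below 50%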;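 note: plate controls were induced DMSO wells for no effect and uninduced yeast grown without galactose for full effect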
* hit, by the source's call; / = no result given. A portion of the library; rates above refer to the full screens.

SMILES	MIN6 prolif	hIAP act	APOBEC3A inh	mIAP act	A3G deaminase	hIAP inh	mIAP inh	SENP1 inh	NLRP3 yeast inh
Cn1c(-c2ccc(Cl)cc2)ccc(C#N)c1=O	-2	0.94	-3	0.94	-6	6	6	3	7
CC(=O)C1=C(O)C(=O)N(c2cccnc2)C1c1ccc([N+](=O)[O-])cc1 (configuration not stated)	-1	1.3	-2	0.95	-8	-28	5	/	6
CCCOc1cccc(C2C(C(=O)c3ccco3)=C(O)C(=O)N2c2nnc(C)s2)c1 (configuration not stated)	0	0.87	-10	0.9	-14	13	10	35	16
CCOC(=O)CSc1nnc(CSc2nc3sc4c(c3c(=O)[nH]2)CCC4)n1-c1ccccc1	-2	1.2	0	0.99	-2	-16	1	0	16
N=c1n(CCO)c2ccccc2n1Cc1ccccc1Cl	0	0.94	-3	1.1	-6	6	-12	0	2
CC(=O)NCC(=O)N(c1c(C)n(C)n(-c2ccccc2)c1=O)C1(C(=O)NC2CCCC2)CCCCC1	-3	1	0	1	-3	-2	-5	0	6
CSc1nsc(SCC(=O)Nc2ccccc2C(N)=O)n1	-3	0.86	-1	0.86	-8	14	14	-1	16
CCN(CC)CCCNC(=O)c1cc(-c2ccc3c(c2)OCO3)on1	0	1	-2	1	-9	-3	0	-1	4
CCOC(=O)C1(Cc2ccccc2)CCN(Cc2ccon2)CC1	7	0.9	2	0.97	-3	10	3	3	18
OC(CNCCc1ccc(C(F)(F)F)cc1)COc1cccc2ccccc12 (configuration not stated)	-6	0.86	-2	0.93	-5	14	7	1	28
O=C(CSc1nnc2ccccn12)NNC(=O)c1cccc(Cl)c1	-3	1.2	2	0.99	-4	-16	1	1	17
CCOc1ccccc1Nc1nc2ccccc2n1C(C)C	1	0.93	1	0.99	-4	7	1	1	20

Next section (5 carried over from the part before).
SMILES	MIN6 prolif	hIAP act	APOBEC3A inh	mIAP act	A3G deaminase	hIAP inh	mIAP inh	SENP1 inh	NLRP3 yeast inh
CCN(CC)CCCNC(=O)c1cc(-c2ccc3c(c2)OCO3)on1	0	1	-2	1	-9	-3	0	-1	4
CCOC(=O)C1(Cc2ccccc2)CCN(Cc2ccon2)CC1	7	0.9	2	0.97	-3	10	3	3	18
OC(CNCCc1ccc(C(F)(F)F)cc1)COc1cccc2ccccc12 (configuration not stated)	-6	0.86	-2	0.93	-5	14	7	1	28
O=C(CSc1nnc2ccccn12)NNC(=O)c1cccc(Cl)c1	-3	1.2	2	0.99	-4	-16	1	1	17
CCOc1ccccc1Nc1nc2ccccc2n1C(C)C	1	0.93	1	0.99	-4	7	1	1	20
CC1CCCN(c2nc3c(c(=O)n(C)c(=O)n3C)n2CCSc2nc3ccccc3s2)C1 (configuration not stated)	-1	1.3	-2	1.1	-7	-27	-5	2	10
COc1cccc(C(=O)Nc2nnc(S(=O)(=O)N(C)c3ccccc3)s2)c1	-1	0.89	-10	0.95	-8	11	4	-2	8
Cc1ccc(COc2cccc(/C=N/NC(=O)c3nnn(-c4nonc4N)c3C)c2)cc1	-7	1	-7	0.91	-9	-2	9	-2	5
Cc1cccc(NC(=S)N2CCN(c3ccccc3F)CC2)c1C	-3	0.95	-8	1	-3	5	-1	2	1
CC(C)(C)OC(=O)C[C@H]1C/C=C\C[C@@H](CC(=O)N[C@H](CO)Cc2ccccc2)C(=O)NC[C@H](c2ccccc2)OC1=O	0	0.98	-1	1.1	-7	2	-9	4	30
CC(C)(C)OC(=O)N1CCN(c2ccc(NC(=O)Cn3nnc(-c4ccccc4)n3)cc2)CC1	-2	1	-1	1	-2	-4	-1	1	21
CN(Cc1ccccc1)C1(CNC(=O)CCC(F)(F)F)Cc2ccccc2C1	-2	1	-5	1	-4	-2	-2	0	4
N#Cc1ccccc1NC(=O)Nc1cccs1	0	0.99	-2	1	-3	1	-4	1	17
COc1cccc(CNC(=O)c2nnn(CC(=O)Nc3ccc(C)c(C)c3)c2N)c1	-2	1	-2	1	-4	-3	0	1	10
O=C(NCc1ccc(Cl)cc1)C1CCN(S(=O)(=O)c2ccc(F)cc2)CC1	-1	1	0	1.1	-1	-2	-12	0	7
CCCCCc1cc(=O)oc2c(C(CCN3CCCC(C)C3)c3ccc4c(c3)OCO4)c(OC)cc(OC)c12 (configuration not stated)	-8	0.97	0	1	-4	3	-4	-1	19
CCOC(=O)[C@@H]1[C@H]2COc3cc(OC)ccc3[C@@H]2N2C(=O)N(c3ccc(F)cc3)C(=O)[C@@]12C	0	0.96	1	1.1	-7	4	-15	3	8
O=C(COC(=O)/C=C/c1cccc(Br)c1)NC1CCCCCC1	2	0.9	-2	0.87	-3	10	13	0	5
O=C(c1cc(COc2ccc(F)cc2Cl)on1)N1CCCCCC1	0	1.3	1	0.99	-1	-28	1	3	31
Cc1ccc(-c2csc3nc(C)n(-n4c(C)ccc4C)c(=O)c23)o1	-8	1.3	1	1.1	37	-25	-14	-2	10
O=C(Cc1ccc(F)cc1)c1ccc(O)cc1O	-3	1	-2	0.76	-7	-2	24	2	5
CN(C)C(/C=C/Nc1ccc(O)cc1)=C(C#N)C#N	-4	0.98	-3	0.97	-5	2	3	-1	19
O=C(CCN1C(=O)C2C3CCC(C3)C2C1=O)Nc1cccc(Cl)c1 (configuration not stated)	-3	1.1	-5	1.1	-10	-13	-6	1	12
CCn1c2ccc(/C(C)=N\O)cc2c2cc(/C(C)=N\O)ccc21	0	0.86	-3	0.97	-6	14	3	16	9
CC(=O)c1cccc(NCC(=O)N2CCN(S(=O)(=O)c3ccccc3)CC2)c1	2	0.9	-6	1	-7	10	-1	-2	8
CC(C)c1cc(NCCOCCO)n2c(nc3ccccc32)c1C#N	-2	1.3	-6	1	-6	-28	-4	-108	12
COC(=O)/C(=C1/Oc2ccc(C)cc2S1)C(F)(F)F	-2	0.83	0	1	-1	17	-4	1	7
CN1CCN(c2oc(Cc3cccc4ccccc34)nc2C#N)CC1	-3	0.92	-6	1.1	-4	8	-9	-4	12
COc1ccc(NS(=O)(=O)c2ccc(C)c(C(=O)NCC(c3ccco3)N(C)C)c2)cc1 (configuration not stated)	5	1.1	-1	0.95	-5	-14	5	-11	16

A different layout for some results above:
| SMILES | MIN6 prolif | hIAP act | APOBEC3A inh | mIAP act | A3G deaminase | hIAP inh | mIAP inh | SENP1 inh | NLRP3 yeast inh |
| --- | --- | --- | --- | --- | --- | --- | --- | --- | --- |
| O=C(CCN1C(=O)C2C3CCC(C3)C2C1=O)Nc1cccc(Cl)c1 (configuration not stated) | -3 | 1.1 | -5 | 1.1 | -10 | -13 | -6 | 1 | 12 |
| CCn1c2ccc(/C(C)=N\O)cc2c2cc(/C(C)=N\O)ccc21 | 0 | 0.86 | -3 | 0.97 | -6 | 14 | 3 | 16 | 9 |
| CC(=O)c1cccc(NCC(=O)N2CCN(S(=O)(=O)c3ccccc3)CC2)c1 | 2 | 0.9 | -6 | 1 | -7 | 10 | -1 | -2 | 8 |
| CC(C)c1cc(NCCOCCO)n2c(nc3ccccc32)c1C#N | -2 | 1.3 | -6 | 1 | -6 | -28 | -4 | -108 | 12 |
| COC(=O)/C(=C1/Oc2ccc(C)cc2S1)C(F)(F)F | -2 | 0.83 | 0 | 1 | -1 | 17 | -4 | 1 | 7 |
| CN1CCN(c2oc(Cc3cccc4ccccc34)nc2C#N)CC1 | -3 | 0.92 | -6 | 1.1 | -4 | 8 | -9 | -4 | 12 |
| COc1ccc(NS(=O)(=O)c2ccc(C)c(C(=O)NCC(c3ccco3)N(C)C)c2)cc1 (configuration not stated) | 5 | 1.1 | -1 | 0.95 | -5 | -14 | 5 | -11 | 16 |

Carrying on:
SMILES	MIN6 prolif	hIAP act	APOBEC3A inh	mIAP act	A3G deaminase	hIAP inh	mIAP inh	SENP1 inh	NLRP3 yeast inh
O=c1c2cccnc2[nH]c(=S)n1CCCN1CCN(c2ccc(F)cc2)CC1	-1	1.1	-4	1.1	-4	-10	-9	2	23
CCN(CC(=O)NC(C)(C)C)C(=O)C(c1ccccc1)c1ccccc1	5	1.1	-6	0.96	-12	-10	4	1	0
Cc1ccc(C)c(OCc2cc(C(=O)N3CCC(N4CCCC(O)C4)CC3)no2)c1 (configuration not stated)	6	0.99	-3	1	-1	1	0	-12	9
CC(C)C(CCNC(=O)CN1C(=O)c2ccccc2C1=O)c1ccco1 (configuration not stated)	-2	0.92	0	0.97	-3	8	3	-1	5
CCC1CCCCN1CCCNC(=O)c1ccc(CS(=O)(=O)Cc2ccc(Cl)cc2)o1 (configuration not stated)	-1	1.2	-3	0.99	-5	-22	1	-3	12
CCN(CC)Cc1c(C(=O)N2CCc3ccccc3C2)nc2ccc(Cl)cn12	-1	1	3	1.1	-1	-3	-7	0	21
Cc1ccc(NC(=O)CO/N=C(\N)c2ccccc2)cc1C	0	1	-1	1	-4	-1	-3	1	12
CCO/N=C/c1ccc(OC)c(Oc2nc(OC)cc(OC)n2)c1	-1	1.1	-3	0.95	-7	-10	5	2	16
C[C@H](CO)N1C[C@H](C)[C@@H](CN(C)S(=O)(=O)c2ccccc2)Oc2ccc(NC(=O)CCC(F)(F)F)cc2C1=O	-2	1	-2	1.1	-6	-4	-15	2	1
CN(C)C(=O)c1nc2ccccc2s1	3	0.94	-2	0.99	-6	6	1	1	13
Cc1ncsc1C(=O)N1CCCC(CNS(=O)(=O)c2cccs2)C1 (configuration not stated)	-1	1	0	1.1	-3	-3	-9	0	10
CC1CCCN(c2ccc3nc4ccccc4c(=O)n3n2)C1 (configuration not stated)	-5	0.95	-10	0.95	-11	5	5	-18	29
Cc1noc(C)c1COc1ccc(C(=O)NNC(=O)c2ccccc2O)cc1	0	1.6	-3	0.82	-4	-62	18	0	7
O=C(CN(C(=O)Cn1nnc(-c2ccc(F)cc2)n1)C1CCCC1)NC1CCCC1	0	0.92	-1	0.96	-6	8	4	2	-7
COc1ccc(OC)c(CNn2c(-c3cccc(C)c3)nc3ccccc3c2=O)c1	-3	0.93	0	0.94	-3	7	6	0	9
N#CCCN(Cc1cccnc1)C(=S)NC1CC2C=CC1C2 (configuration not stated)	1	1	-5	1	-8	-3	-5	-1	0
CCOC(=O)c1cnc(SCC(=O)Nc2ccc3c(c2)OCCO3)nc1N	1	1.2	-3	1	-2	-23	-2	2	-4
Cn1c(CNC(=O)c2ccco2)nnc1SCC(=O)c1ccc(Br)cc1	-2	0.89	-2	0.98	-7	11	2	0	21
CCC(C)(C)NC(=S)Nc1ccc(-c2nc3ccc(C)cc3s2)cc1	-6	1	-2	1	-9	-4	-3	-25	4
COc1ccc(NC(=O)CN(C)S(=O)(=O)c2ccc3c(c2)c(=O)n(C)c(=O)n3C)cc1	2	0.77	-5	0.97	-12	23	3	0	6
CC(=O)OCCNc1cc(SC(C)C)c2nonc2c1[N+](=O)[O-]	-2	0.94	3	0.88	-3	6	12	-27	-6
COc1ccccc1-c1nc(C(=O)NCC2CCCO2)cc2c1[nH]c1ccccc12 (configuration not stated)	0	0.69	-3	0.97	-10	31	3	-14	5
O=C(O)COc1ccc(/C=N/O)cc1Br	-3	1.1	1	1.1	-7	-15	-6	1	12
